GPT2 inhibitor = inhibitors of human GPT2 alanine aminotransferase; Q8TD30; Recombinant GPT2, coupled pyruvate oxidase/HRP Amplex Red fluorescence; Potency, µM (doses to about 57.7 µM), inactives show at the top dose activity change, negative = inhibition, usual class: inhibitors; 100,000 compounds, 0.25% hits; further: potency means the concentration at half of the fitted maximal effect; nearly all actives have a fitted effect of over 60% in size; many of its hits are not listed in these tables
Target sequence (Q8TD30 whole entry, looked up): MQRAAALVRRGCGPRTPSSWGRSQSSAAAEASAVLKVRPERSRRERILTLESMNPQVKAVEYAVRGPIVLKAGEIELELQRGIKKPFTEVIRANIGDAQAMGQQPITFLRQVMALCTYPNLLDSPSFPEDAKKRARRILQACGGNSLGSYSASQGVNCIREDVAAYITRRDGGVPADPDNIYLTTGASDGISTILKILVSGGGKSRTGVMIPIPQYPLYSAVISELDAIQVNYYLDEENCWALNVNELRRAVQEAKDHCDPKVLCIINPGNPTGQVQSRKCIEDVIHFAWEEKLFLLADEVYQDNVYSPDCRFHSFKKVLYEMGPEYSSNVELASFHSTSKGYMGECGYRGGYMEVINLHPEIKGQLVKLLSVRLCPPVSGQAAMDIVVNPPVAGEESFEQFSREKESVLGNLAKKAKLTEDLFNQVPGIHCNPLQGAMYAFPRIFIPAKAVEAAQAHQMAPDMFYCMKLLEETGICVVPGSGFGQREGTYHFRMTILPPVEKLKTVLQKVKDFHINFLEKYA
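Fluorescence read-out: pyruvate from GPT2 turnover coupled to pyruvate oxidase, HRP and Amplex Red (0.2mM ThPP, 0.2U/mL PO and HRP, 50uM Amplex final). Substrates 250uM a-KG, 2mM L-alanine; enzyme 10ng/uL; 30 min RT.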
NIH3T3 tox = NIH 3T3 cell cytotoxicity; NIH 3T3 viability, CellTiter-Glo ATP luminescence, 48-72 h; Potency, µM (highest dose often 96.7 µM), inactives show at the highest dose activity change, negative = cytotoxicity, usual class: inhibitors; 94,000 compounds, 4.3% hits; AID 1345082; further: potency means the concentration at half of the fitted maximal effect; nearly all actives have a fitted effect of over 55% in size
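Cytotoxicity was measured by CellTiter-Glo ATP luminescence after 48 or 72 h compound exposure at 37 °C. Mouse NIH 3T3 fibroblasts were seeded at 400 cells/well and dosed by 23 nL pin transfer.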
SNCA expr inhib = reduces expression of the alpha-synuclein gene; Potency, µM (doses to about 57.2 µM), without a hit: at the top dose activity change, negative = inhibition, hits mostly inhibitors; AID 1671194; 140,000 compounds, 0.17% hits; HEK-293 SNCA-luciferase knock-in, luminescence, 24 h;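 further: potency means the concentration at half of the fitted maximal effect; plate controls were DMSO cells for no effect and cell-free wells for full effect; nearly all actives have a fitted effect of over 45% in size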
Luciferase inh = Photinus pyralis luciferase inhibition. P08659. purified P. pyralis luciferase, luminescence, biochemical. Potency, µM (top dose mostly 115 µM), for inactives: at the top dose activity change, negative = inhibition, usual class: inhibitors. 76,000 compounds, 2.5% hits; further: potency means the concentration at half of the fitted maximal effect; nearly all actives have a fitted effect of over 65% in size
Target sequence (P08659 whole entry, looked up): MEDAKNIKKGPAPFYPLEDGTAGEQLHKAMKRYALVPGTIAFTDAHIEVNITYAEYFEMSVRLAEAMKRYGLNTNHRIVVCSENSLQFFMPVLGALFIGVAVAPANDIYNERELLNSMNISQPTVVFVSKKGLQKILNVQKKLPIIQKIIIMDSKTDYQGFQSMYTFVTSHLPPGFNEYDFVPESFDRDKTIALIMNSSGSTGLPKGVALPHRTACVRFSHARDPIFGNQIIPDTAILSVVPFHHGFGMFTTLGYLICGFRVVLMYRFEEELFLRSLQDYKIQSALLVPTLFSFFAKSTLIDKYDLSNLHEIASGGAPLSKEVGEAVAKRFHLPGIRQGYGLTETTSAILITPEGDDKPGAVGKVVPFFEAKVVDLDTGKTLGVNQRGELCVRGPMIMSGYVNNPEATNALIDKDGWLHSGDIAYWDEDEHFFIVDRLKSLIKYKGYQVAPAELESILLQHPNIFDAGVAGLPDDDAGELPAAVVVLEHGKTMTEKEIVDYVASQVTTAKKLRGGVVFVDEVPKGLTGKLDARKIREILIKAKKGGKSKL
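Luminescence read by CCD imager after adding enzyme (10nM final) to wells holding compound, titrated in qHTS. Substrates 10uM each D-luciferin and ATP; buffer 50mM Tris acetate pH 7.5, 10mM Mg acetate, Tween-20, BSA.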
IP6K1 inhibitor = IP6K1 kinase inhibition | activity change, % (series mostly up to about 58 µM) | IP6K1 kinase, ADP-Glo luminescence, 2 h; stronger effect = lower value | 140,000 compounds, 0.81% hits | Q92551; in the data active means activity change below about -25%
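ADP-Glo luminescence measures ADP made by human IP6K1 during a 2 h RT reaction with ATP/IP6 (mix at 1.3 mM/130 uM); top library doses 57.5 and 19.1 uM final.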
HEK293 tox = kills HEK 293 cells. AID 1345083. Potency, µM (titrated, usually from 115 µM), for the others: at the top dose activity change, negative = cytotoxicity, actives largely listed as inhibitors. HEK 293 viability, ATP luminescence (CellTiter-Glo), 48-72 h. 94,000 compounds, 6.6% hits; further: potency means the concentration at half of the fitted maximal effect; nearly all actives have a fitted effect of over 60% in size
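Cells seeded first (HEK 293, 250 cells/well), then compound added by pintool. Incubation ran 48 or 72 hr at 37 degree Celsius. CellTiter-Glo was added and luminescence imaged after 10 min at room temperature.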
HEK293 viab = counter-screen for SNCA expression inhibitors: cell viability | HEK-293-SNCA-luc viability, GF-AFC fluorescence, 24 h | Potency, µM (top dose mostly 57.1 µM), inactives show top-dose activity change, negative = cytotoxicity, usual class: cytotoxic | 150,000 compounds, 0.12% hits | AID 1671193;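 further: potency means the concentration at half of the fitted maximal effect; 0% = DMSO-treated cells and -100% = medium-only wells without cells; nearly all actives have a fitted effect of over 30% in size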
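Cytotoxicity counterscreen: after 24 h compound treatment of genome-edited SNCA-luciferase HEK-293 cells, live-cell protease substrate GF-AFC read by fluorescence after 30 min; activity scaled between DMSO (0%) and medium-only (-100%), curves Hill-fitted.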
Numbers without * were called inactive; i = inactive; ? = inconclusive; · = no result given; [ ] = another dose, or the depositor's remark. Unless noted, the call rests on the fitted dose curve; in most records, active means well fitted curve in the direction sought with a large enough effect; inconclusive means small, poorly fitted or top-dose-only effect, or another doubt; inactive means no such curve, though single readings can be large; an effect the other way counts as inactive or inconclusive. Unless noted, on the % scale 0 is the no-effect control and ±100 the full control effect.

SMILES	GPT2 inhibitor	NIH3T3 tox	SNCA expr inhib	Luciferase inh	IP6K1 inhibitor	HEK293 tox	HEK293 viab
Cc1nnc2c3ccccc3nc(Nc3ccc(F)cc3Cl)n12	·	·	-13%	·	16	·	0%
Cn1ncc2c(C(=O)NCCc3cccc(F)c3)cc(-c3ccccc3C(F)(F)F)nc21	·	?	·	·	3	40µM*	·
COc1cc(CCC(=O)N[C@H](C2CCNCC2)C2CC(O)C2)ccc1C (stereo partly specified)	4%	2%	26%	?	1	0%	-3%
CC(=O)N1CCN(c2nc3c(C)ccc(Cl)c3s2)CC1	·	·	61%[activator]	·	4	·	13%
CN1CCCN(C(=O)c2ccsc2)c2ccccc21	i	-22%	9%	-6%	1	?	7%
CCc1ccc(C(=O)N2C[C@@H](F)C[C@H]2C(=O)N2CCCCC2)cc1	i	-9%	-9%	5%	6	-2%	-4%
CN1CC(=O)N(c2ccccc2)Cc2c(NCCCc3ccccc3)ncnc21	i	?	?	-3%	15	?	?
Fc1ccc(N2CCN(c3nc4ccccc4c4nc(-c5cccnc5)nn34)CC2)cc1	·	·	11%	·	12	·	2%
Cc1nn(C)cc1CN1C[C@@H](COCC2CC2)[C@H](c2ccccn2)C1	-5%	-19%	?	3%	28	-22%	-4%
Cc1ccc(OCCSc2nnc(-c3cccs3)o2)cc1	·	·	7%	·	-14	·	-11%
C[C@@H]1N[C@H]2N(C1=O)c1ccccc1[C@@]2(O)C[C@@H]1C(=O)N[C@@H](C)c2nc3ccccc3c(=O)n21	i	·	·	·	-2	·	5%[23.9 µM]
CCS(=O)(=O)N1C[C@@H](C(=O)NCc2cccc(F)c2)[C@H](c2ccncc2)C1	-1%	-1%	-1%	·	5	i	?

Record cards (already shown). Values in the order: GPT2 inhibitor | NIH3T3 tox | SNCA expr inhib | Luciferase inh | IP6K1 inhibitor | HEK293 tox | HEK293 viab
CN1CCCN(C(=O)c2ccsc2)c2ccccc21 is entered as i | -22% | 9% | -6% | 1 | ? | 7%
COc1cc(CCC(=O)N[C@H](C2CCNCC2)C2CC(O)C2)ccc1C (stereo partly specified) is entered as 4% | 2% | 26% | ? | 1 | 0% | -3%
Cc1ccc(OCCSc2nnc(-c3cccs3)o2)cc1 is entered as · | · | 7% | · | -14 | · | -11%
Cn1ncc2c(C(=O)NCCc3cccc(F)c3)cc(-c3ccccc3C(F)(F)F)nc21 is entered as · | ? | · | · | 3 | 40µM* | ·

Next results.
SMILES	GPT2 inhibitor	NIH3T3 tox	SNCA expr inhib	Luciferase inh	IP6K1 inhibitor	HEK293 tox	HEK293 viab
COc1ccc(S(=O)(=O)NCCc2sc(-c3ccccc3)nc2C)cc1OC	·	·	-21%	·	-6	·	3%
O=C(CNS(=O)(=O)c1cccs1)N1CCN(c2ccccc2F)CC1	·	·	84%[activator]	·	-7	·	-3%
COCCC(=O)N1CCCCC1c1noc(COc2ccc(C)cc2)n1 (stereo unspecified)	3%	-21%	58%[activator]	4%	11	-20%	6%
CNC(=O)[C@@H]1C[C@H](n2cc(CNC(=O)Nc3ccc(F)cc3F)nn2)CN1	-14%	2%	-1%	3%	20	0%	1%
CCOc1ccc(N2CC(C)Cn3c2nc2c3c(=O)n(CC(=O)O)c(=O)n2C)cc1 (stereo unspecified)	·	·	40%[activator]	·	8	·	-4%
CNC(=O)[C@@H]1CN(Cc2c(F)cccc2Cl)C[C@H]1CO	i	-8%	10%	-9%	5	i	-3%
CC(C)NC(=O)N(C1CC1)C1CCOC2(CCN(C(=O)NC3CCCCC3)CC2)C1 (stereo unspecified)	i	-12%	7%	0%	2	-15%	1%
CN1C(=O)CC(C(=O)O)C12CCN(C(=O)c1ccc3c(c1)CCC3)CC2 (stereo unspecified)	-1%	3%	-13%	-12%	7	4%	1%
CCCN(CC1CCOC1)S(=O)(=O)c1ccccc1C (stereo unspecified)	i	i	3%	3%	3	14%	0%
CCOC(=O)c1ccccc1NC(=O)c1nn(-c2ccc(C)cc2)c(=O)n(C)c1=O	·	·	28%	·	13	·	17%
CCn1nccc1C(=O)N1CCCC(C(=O)NCc2ccccc2)CCNC(=O)CC1 (stereo unspecified)	3%	1%	0%	5%	-13	-26%	-3%
CCn1ncc(N2CCC(NC(=O)C(C)C)CC2)cc1=O	i	-18%	-8%	-2%	45	-12%	10%
NC(=O)c1cccc(-c2n[nH]c3c2CC(=O)N(Cc2ccccc2)C3)c1	5%[88.5 µM]	?	-7%[87.6 µM]	13%[172 µM]	29	-1%[172 µM]	-6%[87.6 µM]
COc1ccc(-c2cnc([C@@H]3COCCN3C3CCN(C(C)=O)CC3)[nH]2)cc1	-10%[88.5 µM]	0%[138 µM]	44%[activator][87.6 µM]	8%[172 µM]	-3	3%[172 µM]	-1%[87.6 µM]
COc1cccc(CNC(=O)Cn2ccn3nc4c(c3c2=O)CCCC4)c1OC	i	-10%	-3%	10%	-3	1%	-2%
COc1cc(NC(=O)CC2=C3CCCCC3NC2=O)cc(OC)c1 (stereo unspecified)	i	i	20%	7%	4	4%	-6%
CC(C)c1ccc(NC(=O)C(C)N(c2ccccc2)S(C)(=O)=O)cc1 (stereo unspecified)	·	·	35%[activator]	·	-6	·	-6%
CC1(C(=O)NCCCN2CCCC2=O)CCCCC(=O)N1 (stereo unspecified)	i	-5%	?	5%	4	8%	0%
O=C(CC1CCOCC1)NCc1ccc(N2CCOCC2)cc1	i	-13%	?	-10%	7	-10%	-1%[12.5 µM]
O=C(CN1C(=O)CCn2nc(-c3ccccc3)cc21)NCc1ccccc1	·	·	-5%	·	15	·	-9%
O=C1CC(c2ccccc2)N(C(=O)C2CC2)CCCN(C(=O)Nc2ccccc2)CCN1 (stereo unspecified)	i	-21%	-22%	-1%	30	-5%	-5%
O=C1N(CC2CC2)CCOC12CCN([S+](=O)([O-])c1ccccc1)CC2	-11%[88.5 µM]	?	1%[87.6 µM]	0%[172 µM]	3	-17%[172 µM]	3%[87.6 µM]
CCOc1ccc(NC(=O)c2cc3c(=O)n4cccc(C)c4nc3s2)cc1	·	·	-23%	·	-4	·	-2%
CC(=O)SCC(CC(=O)c1ccc(C)cc1)C(=O)O (stereo unspecified)	-2%	·	17%[25.6 µM]	·	9	·	-7%
Cc1ccc(-c2nnc([C@H]3CCN(C(=O)NC4CCCCC4)C3)o2)cc1	1%[88.5 µM]	?	1%[87.6 µM]	-10%[172 µM]	1	?	?
COc1cccc(-c2cc(C(=O)NCC(=O)c3ccccc3)c3cnn(C)c3n2)c1	·	-29%	·	·	10	-19%	·
CO[C@H]1C(=O)N(C(C)C)[C@H]1C1CCN(C(=O)CCc2nc3ccccc3s2)CC1	i	-16%	-7%	-2%	6	-5%	4%
O=C(c1nnc(COc2ccc3cnccc3c2)n1-c1ccccc1)N1CCC[C@@H]1c1cccc(F)c1	-7%	?	7%	-4%	-4	?	8%
O=C(NC[C@H]1OC[C@@H](NCc2ccccn2)[C@@H]1O)N1CCOCC1	i	0%[174 µM]	25%[87.6 µM]	-5%[172 µM]	-3	4%[172 µM]	4%[87.6 µM]
COc1ccc(CN2C=C(C(=O)OCc3nc(-c4ccccc4F)no3)C(C)=NS2(=O)=O)cc1	-13%	-20%	-14%	2%	10	?	-8%
CCc1nn(C(C)C(=O)N2CCN(c3ccccc3)CC2)c(=O)c2cc3occc3n12 (stereo unspecified)	·	·	-22%	·	-20	·	-13%
COc1ccccc1OCC(=O)NCC(c1ccc(Cl)cc1)N1CCCCC1 (stereo unspecified)	·	·	-17%	·	-14	·	-1%
CC(C)(C)NC(=O)c1ccc2nc(CCc3ccccc3)oc2c1	·	·	194%[activator]	·	26	·	-7%
O=C1NCc2ccccc2CC12CCCN(Cc1ccccc1)C2 (stereo unspecified)	i	-21%	-9%	·	12	-26%	-4%
COc1ccc2c(c1)c(=O)c(C(=O)c1ccc(F)cc1)cn2CC(=O)Nc1ccc2c(c1)OCCO2	·	·	30%	·	-9	·	-13%
CN1CCN(C(=O)c2cc(-c3cc(Cl)cc(Cl)c3)nc3c2cnn3C)CC1	i	?	-17%	·	5	?	-4%
Cc1ccccc1-c1nccc2c(=O)cc(N3CCOCC3)oc12	3%[88.5 µM]	35µM*	-3%[87.6 µM]	-2%[172 µM]	-5	?	6%[87.6 µM]
CC(C)n1cnnc1CC1CCN(C(=O)C2(c3ccccc3)CC2)C1 (stereo unspecified)	i	-14%	12%	-8%	8	3%	4%
COc1cccc(CNC(=O)CN2C(=O)CCCc3ccccc32)c1OC	·	·	-16%	·	32	·	-7%
O=C(c1ccc2c(c1)OCO2)N1CCC(N2CCCC2=O)CC1	i	-10%[138 µM]	14%[87.6 µM]	3%[172 µM]	15	-7%[172 µM]	2%[87.6 µM]
COc1cccc(-c2ccc(C(=O)NCCNC(=O)Cc3cccc(Cl)c3)cc2)c1	·	-24%	·	·	-5	?	·
COCCNC(=O)Cc1ccc(N(Cc2cccc(F)c2)C(=O)c2ccco2)cc1	i	-27%	7%	-7%	-1	-33%	12%
COc1cccc(/C=C/c2onc(C)c2S(=O)(=O)N2CCC(C(=O)N3CCC(C)CC3)CC2)c1	·	·	-1%	·	12	·	3%
C[C@]1(O)CCN(C(=O)c2cccc(-n3cnnc3)c2)C[C@@H]1O	-9%	0%	5%	-7%	8	-11%	-3%
Cc1noc(C)c1-c1cc2c(cc(C)n2CCN(C)C)c(-c2cccnc2)n1	-4%[88.5 µM]	?	67%[activator][87.6 µM]	2%[172 µM]	-3	71µM*	-15%[87.6 µM]
CN(C)C[C@H]1O[C@H](Cc2cc(-c3ccc(F)cc3)on2)CC[C@@H]1O	5%[88.5 µM]	-30%[138 µM]	159%[activator][87.6 µM]	11%[172 µM]	3	-29%[172 µM]	6%[87.6 µM]
CN1[C@@H](CC(=O)c2ccccc2)CCC[C@H]1C[C@H](O)c1ccccc1	-9%	·	5%	·	·	·	-7%
Cc1ccc(CN2CCC3(CC2)COc2ccccc2CN3)cc1	i	-6%[138 µM]	-11%[87.6 µM]	5%[172 µM]	7	-7%[172 µM]	5%[87.6 µM]
CNC(=O)[C@@H]1C[C@@H](O)CN1C1CCN(C(=O)CCc2ccccc2)CC1	i	-3%	4%	0%	30	-3%	2%
Cc1cccc(NC(=O)N2CCC(CN3CCOCC3)CC2)c1C	·	·	20%	·	14	·	15%
O=C(c1nc(-c2cc(Cl)cc(Cl)c2)c2ccccn12)N1CCN(c2ncccn2)CC1	2%	-7%	13%	-6%	7	0%	12%
Cc1nc(C(=O)NC2CC(c3cc(N4CCC(O)C4)ncn3)C2)cs1 (stereo unspecified)	?	-6%	1%	-2%	9	-1%	-5%
CCOc1ccc(-c2cc(C(=O)NCCCOC)c3c(-c4ccc(CC)cc4)[nH]nc3n2)cc1	·	·	-9%	·	-1	·	-1%

Compound activity from PubChem.

This is a subset; rates above refer to the full screens.
